Bioassay records deposited in PubChem by several laboratories.
sEH act – soluble epoxide hydrolase (human) activation; purified human sEH enzymatic activity, activator screen; activation, % at 2 µM; 91,000 tested, 0.04% active; AID 717; in the data active = activation above about 37%; note: values of inactives mirror those of a sister screen read the other way
HUVEC inhibit – inhibitors of human endothelial cell proliferation. viability, % at 10 µM (by protocol). 86,000 tested, 1.1% active. HUVEC proliferation, CellTiter-Glo luminescence, 72 h; active compounds read low;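 active = viability at or below 30%; inactive = viability above 30%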;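 note: 100% = median luminescence of DMSO-only cell control wells on each plate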
Fibroblast inh – blocks proliferation of human lung fibroblasts | LL 47 human lung fibroblast viability, ATP luminescence; active compounds read low | 85,000 tested, 1.1% active | viability, % at 10 µM;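 active = viability at or below 50% in the single dose screen; inactive = viability above 50%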;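 note: compound exposure lasted 72 h before the ATP readout; 100% = median luminescence of untreated cell-only wells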
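Test system: LL 47 human lung fibroblasts / Quantity: 1,150 cells in each well / Medium: IMEM growth medium with 15% fetal bovine serum / Incubation: 72 h compound exposure at 37 °C after overnight plating / Detection: CellTiter-Glo luminescence measuring cellular ATP / Read-out: % viability versus median cells-only luminescence / Benchmarks: cell-only wells, no compound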
S1P2 agonist – activates the human S1P2 receptor | 97,000 tested, 0.46% active | O95136 | activation, % at 4.5 µM | S1P2-expressing cell line, agonist reporter read-out | AID 729; in the data active = activation above about 16%;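 note: 0% = vehicle low control and 100% = maximal reference agonist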
S1P2 antag – S1P2 (human) receptor antagonism; AID 736; O95136; cell-based S1P2 antagonist assay, inhibition at 5 uM; 97,000 tested, 0.21% active; inhibition, % at 5 µM; in the data active = inhibition above about 45%;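 note: CRE beta-lactamase reporter cells expressing human S1P2 stimulated with S1P; 0% = agonist at EC80 alone and 100% = agonist plus reference antagonist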
sEH inhibitor – soluble epoxide hydrolase (human) inhibition; recombinant human sEH enzymatic activity assay; inhibition, % at 2 µM; 91,000 tested, 0.34% active; AID 707; in the data active = inhibition above about 80%; note: values of inactives mirror those of a sister screen read the other way; many of its hits are not listed in these tables
PTPN22 act – activators of human LYP (PTPN22) phosphatase; Q9Y2R2; recombinant LYP, DiFMUP fluorescence; 0 = plate median, 100 = signal doubled; activation, % at 2 µM; 96,000 tested, 0.11% active; AID 697;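 active = activation at 2 µM above a set limit, the mean plus 5 SD, cut at about 37% in these data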
Target sequence (Q9Y2R2 whole entry, looked up): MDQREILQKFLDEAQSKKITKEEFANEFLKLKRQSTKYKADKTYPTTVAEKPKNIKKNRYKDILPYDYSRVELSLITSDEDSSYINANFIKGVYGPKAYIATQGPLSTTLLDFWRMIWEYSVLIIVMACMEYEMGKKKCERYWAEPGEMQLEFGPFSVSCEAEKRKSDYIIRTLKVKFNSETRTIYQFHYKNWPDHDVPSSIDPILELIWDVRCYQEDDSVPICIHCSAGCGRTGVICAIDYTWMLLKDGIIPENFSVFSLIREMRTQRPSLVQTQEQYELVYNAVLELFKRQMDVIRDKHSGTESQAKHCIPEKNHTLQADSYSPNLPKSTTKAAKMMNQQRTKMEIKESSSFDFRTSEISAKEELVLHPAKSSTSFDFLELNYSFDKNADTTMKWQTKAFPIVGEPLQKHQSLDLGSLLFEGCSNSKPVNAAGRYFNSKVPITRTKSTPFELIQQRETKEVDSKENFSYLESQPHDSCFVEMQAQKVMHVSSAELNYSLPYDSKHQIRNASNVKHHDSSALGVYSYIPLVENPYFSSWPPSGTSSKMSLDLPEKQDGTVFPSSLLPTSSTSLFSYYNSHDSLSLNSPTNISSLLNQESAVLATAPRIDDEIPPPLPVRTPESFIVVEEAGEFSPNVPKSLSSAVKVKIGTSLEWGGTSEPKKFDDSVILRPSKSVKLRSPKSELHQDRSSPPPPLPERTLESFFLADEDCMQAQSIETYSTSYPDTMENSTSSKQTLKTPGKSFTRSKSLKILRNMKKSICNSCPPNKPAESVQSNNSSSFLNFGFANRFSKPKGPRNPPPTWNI
PostGolgi ctrl – yeast control strain growth, post-Golgi counter-screen. efflux-deficient yeast background strain, growth absorbance A615, 16 h. inhibition, % at 10 µM. 98,000 tested, 5% active. AID 738; in the data active = inhibition above about 30%
H69AR growth 86K – growth inhibitors of human H69AR lung tumor cells | H69AR lung tumor viability, ATP luminescence, 72 h; active compounds read low | viability, % at 10 µM | 85,000 tested, 6% active;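 active = viability at or below 40%; inactive = viability above 40%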;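 note: multidrug resistant small cell line overexpressing MRP-1 efflux transporter; 100% = mean luminescence of untreated control wells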
* = called active by the depositor; / = no result given. A portion of the library, so the mix of outcomes need not match the whole.

Structure	sEH act	HUVEC inhibit	Fibroblast inh	S1P2 agonist	S1P2 antag	sEH inhibitor	PTPN22 act	PostGolgi ctrl	H69AR growth 86K
COCCOC(=O)C1=C(C)Nc2ncnn2C1c1ccc(F)cc1 (configuration not stated)	/	/	/	-5.5	21.3	/	2.9	4.8	/
CC1SC(c2ccccc2Cl)NC1=O (configuration not stated)	-3.1	96.8	104.6	0.8	12.9	0.5	1.2	5.7	101.7
CCN=C1SC(CC(=O)Nc2sc3c(c2C#N)CCCC3)C(=O)N1CC (configuration not stated)	-4.8	58.5	84.1	-1.5	17.8	5.1	-8.1	1.7	40.8
NC(=O)CSc1nnc(-c2ccc(S(=O)(=O)N3CCOCC3)cc2)n1CC1CCCO1 (configuration not stated)	-2.1	90.1	83.5	-1.5	7.7	-0.3	-2.5	-5.8	94.1
CCOC(=O)C1=C(CSCc2ccccc2)NC(=O)NC1c1cc(C)ccc1C (configuration not stated)	-4.8	93.6	97.7	1.9	-28.9	6.9	-4.1	18.6	31.6*
O=C(Nc1sc2c(c1C(=O)NCC1CCCO1)CCCC2)c1cccs1 (configuration not stated)	-8.7	85.7	109.1	-4.8	10.1	7.5	-2.0	68.3*	51.0
CCN(CC)CCN1C(=O)C(=O)/C(=C(/O)c2ccncc2)C1c1ccccc1 (configuration not stated)	15.4	92.6	95.4	-1.6	10.2	-15.4	8.0	10.8	103.1
COc1ccc(OC)c(NC(=O)CSc2ncccn2)c1	6.0	89.2	95.4	-4.2	8.5	-7.9	-12.4	9.3	66.7
Cn1c(CCc2ccccc2)nnc1SCC(=O)N1CCCC1	13.3	92.8	105.2	-5.0	-12.9	-10.4	-1.5	2.9	96.0
CSc1nc(N)c(C#N)c(-c2ccccc2Cl)c1C#N	/	66.2	93.3	-7.1	12.0	/	9.7	68.3*	21.8*
Cc1nnc(NC(=O)CCC(=O)N2CCC(C)CC2)s1	-0.4	105.0	110.5	-6.6	11.8	-1.6	-10.1	12.5	98.5
CC(C)CC(=O)N1CCN(S(=O)(=O)c2ccccc2)CC1	5.5	100.0	100.1	-1.3	10.5	-7.4	-4.1	-7.9	102.0
COC(=O)c1ccccc1S(=O)(=O)N1Cc2cc([N+](=O)[O-])ccc2Oc2ccccc21	2.9	91.7	88.0	-3.5	6.8	0.2	-4.2	18.6	72.6
CCCOP(=O)(c1ccc(N(C)C)cc1)C(O)c1cccnc1 (configuration not stated)	-6.4	105.7	104.4	-8.4	6.8	7.5	-3.5	-1.0	88.7
O=C(O)C1CCC(=O)N1C1CCCC1 (configuration not stated)	/	118.9	93.8	/	/	/	/	-6.1	96.9
COc1ccc(NC(=O)Nc2ccc(N(C)C)cc2)cc1	-33.9	82.1	116.2	-5.3	-1.7	33.4	7.7	1.8	85.3
O=C1CN(C(=O)c2ccc(Br)o2)C(c2ccccc2)c2cc(F)ccc2N1 (configuration not stated)	-9.8	85.8	84.0	-4.2	-12.3	13.0	10.1	14.8	79.7
Cc1ccc(N(CC(=O)NCC2CCCO2)S(C)(=O)=O)cc1Cl (configuration not stated)	-8.6	/	/	-4.1	-8.9	12.0	-2.8	1.4	/
Nc1c(S(=O)(=O)c2cccc(Cl)c2)c2nc3ccccc3nc2n1CCN1CCOCC1	6.9	85.4	84.1	2.0	2.1	-9.2	-2.3	13.1	81.5
CCOC(=O)c1ccc(N2C(=O)CC(C3CCCO3)C2=O)cc1 (configuration not stated)	-0.5	92.2	99.4	-2.2	-1.4	0.8	0.2	-0.8	93.7
COC(=O)C1=C(N)Oc2cc(C)n(CC3CCCO3)c(=O)c2C1c1ccccc1 (configuration not stated)	13.6	/	/	-2.1	12.9	-14.0	3.7	22.1	/
CCC(=O)Nc1ccccc1C(=O)N1CCN(Cc2ccccc2)CC1	-1.0	93.2	98.9	-3.2	4.6	-0.7	5.4	20.7	98.1
Cn1c(=O)c2c(nc(CN3CCN(c4ccccc4F)CC3)n2CCCc2ccccc2)n(C)c1=O	-9.8	74.9	96.5	0.1	1.2	14.2	1.0	/	80.0
CC1CC(C)(C)NCCNC(C)CC(C)(C)NCCN1 (configuration not stated)	-5.2	97.9	108.2	-8.0	1.1	3.1	-0.9	5.9	97.3
COC(=O)c1cc2sc(Cl)cc2n1CC(=O)Nc1ccc(OC)c(OC)c1OC	/	82.8	102.8	-2.2	-17.7	/	-5.1	-1.1	71.1
COc1cccc(Nc2ncccc2C(=O)O)c1	/	88.8	94.0	-1.3	5.5	/	-1.6	7.8	87.0
Cn1cc(C(=O)NCN2CCCCC2)c2ccccc21	16.5	100.7	96.0	-11.3	-5.1	-14.9	0.7	10.6	89.0
CCCNC(=O)c1ccc(OC)cc1OC	4.8	104.0	99.4	-4.4	-15.0	-1.9	9.3	-1.5	90.9
O=C(O)CNc1nc(-c2ccccc2)nc2ccccc12	-4.3	82.6	96.5	-3.7	-11.6	4.8	-1.0	-1.2	88.6
Cc1oc(-c2ccccc2Cl)nc1Cn1cccc1C1=NC(c2ccccc2)CO1 (configuration not stated)	7.0	87.5	93.5	-3.0	-6.0	-5.7	-7.8	7.7	97.3
O=c1c2c3c(sc2n(CCN2CCCC2)c(=O)n1Cc1ccco1)CCCCC3	/	82.7	91.4	/	/	/	/	5.9	69.4
O=C(c1cc(C2CC2)on1)N1CCOCC1	6.0	100.7	98.0	/	/	-1.6	-2.4	-2.1	106.8
O=C(O)CC(CNS(=O)(=O)c1ccccc1)c1ccccc1 (configuration not stated)	/	93.4	88.9	/	/	/	/	-6.3	105.8
CCN(CC)CCOc1cccc(C(C)C)c1	/	89.9	99.0	/	/	/	/	7.9	91.0
O=C(CSc1nncs1)N1c2ccccc2Sc2ccccc21	/	87.2	88.3	/	/	/	/	28.0	89.6
CN(C)CC(O)COc1cc2ccccc2cc1C(=O)N1CCCCC1 (configuration not stated)	4.8	89.8	104.3	-0.5	11.3	-4.8	3.1	-8.7	/
Cc1ccc2oc3nc(C)c(C(=O)O)cc3c(=O)c2c1	6.5	/	/	-2.0	20.3	-6.0	-0.1	9.1	/
O=C(COc1ccccc1Cl)N1CCN(c2ccc([N+](=O)[O-])c(N3CCOCC3)c2)CC1	-12.4	/	/	-9.4	3.4	12.5	3.9	13.9	/
O=C(CN1CCOCC1)Nc1ncc(Cc2ccccc2Cl)s1	1.3	/	/	-8.4	7.9	-1.7	0.1	-2.0	/
COc1ccc(Cl)cc1NC(=O)c1ocnc1C	-0.3	88.5	96.6	-4.1	10.9	-2.6	-3.8	6.6	72.4
CCN(CC)C(=O)CSc1nc(O)cc(=O)n1CC	-6.8	101.8	93.4	-5.4	-2.2	7.0	10.4	-2.0	86.3
CCN1CCN(C(=O)c2c(-c3c(F)cccc3Cl)noc2C)CC1	-5.9	98.6	99.5	-6.6	-5.4	3.0	4.7	-1.2	96.7
c1coc(Cn2c(SCc3nc4ccccc4[nH]3)nnc2-c2cnccn2)c1	6.5	104.0	90.1	-1.0	-21.3	-6.1	-4.9	-3.9	/
O=C(c1ccco1)N1CCN(C(=O)c2ccc(COc3ccc(F)cc3)o2)CC1	2.8	97.7	91.9	-3.1	11.7	0.2	-2.8	13.1	88.3
CCOC(=O)N1CCN(CC(O)COC2CC(C)CCC2C(C)C)CC1 (configuration not stated)	-4.2	95.4	96.2	-6.6	-24.6	6.3	6.7	13.9	78.8
CC(=O)N(CC(=O)Nc1nn(-c2ccccc2)nc1C(N)=O)Cc1ccccc1	11.1	88.9	95.8	-8.8	15.6	-9.4	-12.4	7.7	80.3
CS(=O)(=O)N1CCN(c2ncccn2)CC1	8.5	93.2	94.9	-6.2	4.7	-4.7	-6.2	-1.1	80.5
CC1CCN(S(=O)(=O)c2ccc(NC(=O)CSc3nnnn3C)cc2)CC1	-1.2	/	/	-6.7	12.4	3.9	3.5	-3.0	/

Two of these compounds in a different format:
Value order – sEH act	HUVEC inhibit	Fibroblast inh	S1P2 agonist	S1P2 antag	sEH inhibitor	PTPN22 act	PostGolgi ctrl	H69AR growth 86K
- O=C(c1ccco1)N1CCN(C(=O)c2ccc(COc3ccc(F)cc3)o2)CC1
 : 2.8	97.7	91.9	-3.1	11.7	0.2	-2.8	13.1	88.3
- CCOC(=O)N1CCN(CC(O)COC2CC(C)CCC2C(C)C)CC1 (configuration not stated)
 : -4.2	95.4	96.2	-6.6	-24.6	6.3	6.7	13.9	78.8

Single values from the results shown.
In S1P2 antag, CS(=O)(=O)N1CCN(c2ncccn2)CC1 reads 4.7
In PTPN22 act, O=C(COc1ccccc1Cl)N1CCN(c2ccc([N+](=O)[O-])c(N3CCOCC3)c2)CC1 reads 3.9
In sEH act, O=C(c1ccco1)N1CCN(C(=O)c2ccc(COc3ccc(F)cc3)o2)CC1 reads 2.8
In PostGolgi ctrl, CC1CCN(S(=O)(=O)c2ccc(NC(=O)CSc3nnnn3C)cc2)CC1 reads -3.0
In sEH inhibitor, CCN(CC)C(=O)CSc1nc(O)cc(=O)n1CC reads 7.0

(list continues)
Structure	sEH act	HUVEC inhibit	Fibroblast inh	S1P2 agonist	S1P2 antag	sEH inhibitor	PTPN22 act	PostGolgi ctrl	H69AR growth 86K
COc1ccc(/C=C2/SC(c3ccc(C)cc3)=NC2=O)cc1OC	/	/	/	-4.4	1.8	/	1.3	20.9	/
CC1(O)c2ccccc2C(=O)N1Cc1ccccc1 (configuration not stated)	-0.8	97.3	97.8	-2.0	-7.6	2.8	2.7	4.0	82.8
COc1cccc(C(=O)NC2CCN(CC(=O)Nc3nccs3)CC2)c1	3.8	98.6	95.5	-4.8	2.9	-3.8	5.0	1.6	88.3
CCOC(=O)NC(NC(=O)OCC)C(=O)c1ccc(F)cc1	-0.3	/	/	-7.7	13.7	-0.9	-7.8	2.5	/
Nc1nc(CSc2ccccn2)nc(Nc2ccccc2)n1	5.9	87.6	95.3	0.9	-17.8	-3.4	27.0	4.7	78.4
CCSc1sccc1C1C(C#N)=C(N)N(c2cccnc2)C2=C1C(=O)CC(C)(C)C2 (configuration not stated)	/	91.5	97.4	/	/	/	/	6.5	49.6
Cc1cc(C)c2[nH]c(=O)c(CN(Cc3ccco3)C(=O)C3CCCO3)cc2c1 (configuration not stated)	-2.7	83.9	95.2	-5.1	13.9	3.7	-9.0	0.0	82.7
COc1cccc(N2CC(C(=O)Nc3ccc(C(=O)OC(C)C)cc3)CC2=O)c1 (configuration not stated)	11.4	77.1	102.4	14.9	-6.7	-17.5	-1.6	11.8	/
